Screening results: PubChem, several laboratories
HDAC3 inhib – blocks human histone deacetylase 3. 320,000 compounds, 0.15% hits. recombinant HDAC3, fluorogenic peptide/trypsin coupled, fluorescence. inhibition, % at 8.3 µM. AID 2718; in the data active = inhibition above about 26%, passing the limit was not always enough; inconclusive = no clear call, values can overlap the other calls
GSK3 alpha inh – blocks human GSK-3 alpha kinase. ADP-Glo luminescence, 60 min. AID 2650. inhibition, % at 10 µM. 320,000 compounds, 0.1% hits;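 in the data active = inhibition above about 50%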;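 note: GST-tagged GSK-3 alpha with peptide substrate and 25 µM ATP; 0% = DMSO neutral wells and 100% = GW8510 positive control wells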
Target sequence (P49840 whole entry, looked up): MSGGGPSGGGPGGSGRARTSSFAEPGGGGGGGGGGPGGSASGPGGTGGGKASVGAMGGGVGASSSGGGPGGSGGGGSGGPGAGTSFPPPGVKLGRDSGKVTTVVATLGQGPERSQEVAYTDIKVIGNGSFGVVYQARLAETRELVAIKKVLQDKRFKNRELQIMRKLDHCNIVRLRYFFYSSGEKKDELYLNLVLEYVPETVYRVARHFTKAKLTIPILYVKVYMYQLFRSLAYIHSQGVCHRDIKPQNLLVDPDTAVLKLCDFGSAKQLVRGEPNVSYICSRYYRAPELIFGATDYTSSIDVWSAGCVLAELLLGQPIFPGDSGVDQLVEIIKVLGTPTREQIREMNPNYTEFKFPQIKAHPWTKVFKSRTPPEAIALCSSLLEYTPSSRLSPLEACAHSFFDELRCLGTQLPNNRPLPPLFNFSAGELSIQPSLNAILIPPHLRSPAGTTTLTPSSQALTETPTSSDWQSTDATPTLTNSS
DYRK1A inh – Dyrk1A (rat) kinase inhibition; Q63470; ADP-Glo luminescence, NFATc1 peptide; inhibition, % at 12.5 µM; 310,000 compounds, 0.43% hits; AID 504441; in the data active = inhibition above about 50%;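 note: plate controls were vehicle with enzyme for no effect and no enzyme for full effect; many of its hits are not listed in these tables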
KCNK3 block – human KCNK3 channel inhibition, primary screen. AID 602410. 340,000 compounds, 0.84% hits. O14649. B-score at 10 µM. CHO-KCNK3 thallium flux, FluxOR fluorescence; stronger effect = lower value;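 active = B-score under library mean minus 4 SD, starting fluorescence ratio at most library mean plus 5 SD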;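 note: more negative B-score means stronger inhibition of thallium flux through KCNK3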
Target sequence (O14649 whole entry, looked up): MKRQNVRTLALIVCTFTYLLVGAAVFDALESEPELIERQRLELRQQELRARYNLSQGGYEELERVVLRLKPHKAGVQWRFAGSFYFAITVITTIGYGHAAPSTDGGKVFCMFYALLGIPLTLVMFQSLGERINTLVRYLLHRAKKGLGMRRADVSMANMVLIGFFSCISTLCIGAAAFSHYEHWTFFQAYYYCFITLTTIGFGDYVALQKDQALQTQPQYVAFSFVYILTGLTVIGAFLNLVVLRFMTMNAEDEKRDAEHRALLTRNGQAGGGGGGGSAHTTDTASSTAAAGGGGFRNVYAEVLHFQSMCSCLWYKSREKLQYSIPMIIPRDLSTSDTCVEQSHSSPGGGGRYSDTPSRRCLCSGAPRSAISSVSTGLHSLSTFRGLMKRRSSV
The depositor's hits bear a star; i = inactive; ? = inconclusive. An excerpt (hit frequency here may not be typical).

SMILES	HDAC3 inhib	GSK3 alpha inh	DYRK1A inh	KCNK3 block
O=C(COc1ccc(Cl)cc1)NNC(=O)c1ccncc1	2	16	5	i
CC1CN(C(=O)c2cc(S(=O)(=O)N3CCCCC3)ccc2Cl)CC(C)O1 (configuration not stated)	?	-2	-6	i
COc1ccccc1C(=O)COC(=O)COc1ccc(C#N)cc1	1	4	3	i
O=[N+]([O-])c1ccc(Cl)c(S(=O)(=O)Nc2cccc(S(=O)(=O)NC3=NCCC3)c2)c1	4	-9	-1	i
COc1ccc(S(=O)(=O)N2CCOCC2)cc1NC(=O)CSc1nnnn1C1CC1	-6	-3	-2	i
CC(C)Cn1c(SCC(=O)Nc2ccc(Cl)cc2F)nc(O)cc1=O	9	-2	-2	i
COc1ccc(-n2nnc3c(SCC(=O)NCC4CCCO4)ncnc32)cc1 (configuration not stated)	5	-4	-11	i
CC(=O)c1cccc(NC(=O)c2c(-c3c(F)cccc3Cl)noc2C)c1	-8	4	6	i
COc1ccc2sc(-c3ccc(S(C)(=O)=O)cc3)c(-c3ccc(SC)cc3)c2c1	-5	0	-10	i
O=C(CCNS(=O)(=O)c1ccccc1)NNC(=O)COc1ccccc1F	3	-2	1	i
COC(=O)[C@@]12CCCN1[C@H](c1ccc(-c3ccc4c(c3)OCO4)cc1)[C@H]1C(=O)N(C)C(=O)[C@H]12	-2	-1	8	i
O=C(COC(=O)c1ccc([N+](=O)[O-])s1)NCCc1ccccc1	4	-3	-2	i
O=C(COC(=O)/C=C/c1cccc(Br)c1)NC1CC1	-4	-1	-4	i
CCCn1c(SCC(=O)N(C)CC(=O)Nc2ccc(C)cc2)n[nH]c1=O	2	0	4	i
CCOc1ccc(-n2c(SCC(=O)NCc3ccco3)nc3c(c2=O)SCC3)cc1	0	2	0	i
C=CCn1c(SCC(=O)c2c(N)n(C)c(=O)n(C)c2=O)nnc1-c1ccoc1C	4	1	-1	i
CC(=O)N1CCN(CCS(=O)(=O)c2cc(Cl)ccc2Cl)CC1	-7	0	-5	i
O=C(COC(=O)c1ccc(Br)o1)NCc1ccc(Cl)cc1	7	-1	0	i
CC(Oc1ccc(Cl)cc1Cl)C(=O)OCC(=O)c1c(N)n(C)c(=O)n(C)c1=O (configuration not stated)	4	0	-5	i
CN(C)S(=O)(=O)c1ccc(C(=O)NC(=O)CSc2nncs2)cc1	-1	2	-2	i
COc1cc(OC)cc(-c2c(-c3ccc(C(C)=O)cc3)c3cc(-c4cccc5[nH]ccc45)ccc3n2C)c1	2	-2	-19	i
Cc1ccc(S(=O)(=O)c2nc(-c3ccco3)oc2NCC2CCCO2)cc1 (configuration not stated)	-4	-3	1	i
COCCN(Cc1ccccc1)C(=O)c1ccc2c(c1)NC(=O)CS2	-3	-1	-1	i
Cc1ccc(S(=O)(=O)N2[C@@H](c3ccccc3F)C(C(=O)O)=CC[C@H]2c2ccc(C(C)C)cc2)cc1	-2	-5	-14	i
CCC1=C2CC[C@H]3C(=O)NC(=O)[C@H]3[C@H]2[C@@]2(Cc3ccccc3)C(=NCC(=O)OC)OC(=O)N2C1=O	2	0	-2	i
CC1CCCC(NC(=O)Cn2cc([N+](=O)[O-])ccc2=O)C1C (configuration not stated)	-1	-1	4	i
CN(C(=O)c1ccc(NC(=O)Cc2ccc(NC(=O)C3CCN(C(=O)C4CCCC4)CC3)cc2)cc1)C1CC1	-9	2	6	i
CC(=O)c1cccc(NC(=O)C2=CN3CCS(=O)(=O)N=C3C=C2)c1	-9	0	4	i
O=C(CN1CCN(C(=O)C2CCC2)CC1)Nc1ccc(F)cc1	-2	-1	-1	i
COc1ccc(CNC(=O)COC(=O)[C@@H]2CCCN2C(=O)c2cccs2)cc1	1	-7	-2	i

Compounds above containing an NH in an aromatic ring:
SMILES	HDAC3 inhib	GSK3 alpha inh	DYRK1A inh	KCNK3 block
CCCn1c(SCC(=O)N(C)CC(=O)Nc2ccc(C)cc2)n[nH]c1=O	2	0	4	i
COc1cc(OC)cc(-c2c(-c3ccc(C(C)=O)cc3)c3cc(-c4cccc5[nH]ccc45)ccc3n2C)c1	2	-2	-19	i

(continued)
SMILES	HDAC3 inhib	GSK3 alpha inh	DYRK1A inh	KCNK3 block
O=C(COC(=O)c1cc(Br)ccc1O)NC12CC3CC(CC(C3)C1)C2	0	0	-5	i
O=C1CCCN1C(=O)CSc1nnnn1-c1cccc(F)c1	0	-2	-8	i
Cc1ccccc1NC(=O)Cc1nc(COC(=O)Cc2c(F)cccc2Cl)cs1	2	0	5	i
COc1ccc([C@H]2CC(=O)C=C(c3ccc(-c4ccccc4)c(F)c3)C2)cc1	0	-1	5	i
CCn1c(=O)[nH]c2cc(Cl)c(Cl)cc21	5	0	13	i
Cc1ccsc1C(=O)OCc1cc(=O)n2ccsc2n1	1	2	-3	i
Cc1ccc(S(=O)(=O)Nc2cccc(C(=O)NCCN3CCOCC3)c2)cc1F	1	-4	16	i
CS(=O)(=O)c1ccc([C@@H](O)[C@@H](CF)NC(=O)C(Cl)Cl)cc1	-3	0	-3	i
Cc1cccc(C(=O)OC(C)C(=O)Nc2ccc(S(=O)(=O)Nc3ncccn3)cc2)c1C (configuration not stated)	-7	0	0	i
COC(=O)CSc1nnc(CNC(=O)c2cccs2)n1-c1cc(OC)ccc1OC	-1	-2	0	i
CC(C)Sc1nnc(SCC(=O)NCCCN2CCCC2=O)s1	-5	-1	2	i
CC1CC(C)(C)CC2(C1)NC(=O)N(CC(=O)Nc1ccc3[nH]c(=O)[nH]c3c1)C2=O (configuration not stated)	-1	3	1	i
COCc1ccc(-c2c(-c3cc(OC)cc(OC)c3)oc(=O)c3cc(OC)c(OC)cc23)cc1	4	-2	-2	i
Cc1ccc(C2=CC(=O)C[C@H](c3ccc(Cl)cc3)C2)cc1	0	-2	-1	i
CCN(CC(=O)Nc1cc(Cl)ccc1-n1cncn1)Cc1nc2ccccc2c(=O)[nH]1	-4	1	1	i
Cc1ccc(C)c(-n2c(Cc3cc(=O)[nH]c(=O)[nH]3)nnc2SCC(=O)NCC2CCCO2)c1 (configuration not stated)	3	-1	-7	i
O=C(O)CCC(=O)Nc1nnc(C(F)(F)F)s1	5	0	-2	i
COc1cc(OC)cc(C(=O)NNC(=O)CCCOc2ccccc2)c1	0	4	-5	i
O=C(COC(=O)CNC(=O)c1ccccc1F)Nc1ncc(Cl)cc1Cl	-4	-3	-1	i
CC(NC(=O)CN1C(=O)NC2(CCCCCCC2)C1=O)c1ccccc1 (configuration not stated)	-97	-4	-3	i

Exported as comma-separated lines: 6 of the compounds above
Molecule,HDAC3 inhib,GSK3 alpha inh,DYRK1A inh,KCNK3 block
COCc1ccc(-c2c(-c3cc(OC)cc(OC)c3)oc(=O)c3cc(OC)c(OC)cc23)cc1,4,-2,-2,i
Cc1ccc(C2=CC(=O)C[C@H](c3ccc(Cl)cc3)C2)cc1,0,-2,-1,i
CCN(CC(=O)Nc1cc(Cl)ccc1-n1cncn1)Cc1nc2ccccc2c(=O)[nH]1,-4,1,1,i
Cc1ccc(C)c(-n2c(Cc3cc(=O)[nH]c(=O)[nH]3)nnc2SCC(=O)NCC2CCCO2)c1 (configuration not stated),3,-1,-7,i
O=C(O)CCC(=O)Nc1nnc(C(F)(F)F)s1,5,0,-2,i
COc1cc(OC)cc(C(=O)NNC(=O)CCCOc2ccccc2)c1,0,4,-5,i

Further results follow.
SMILES	HDAC3 inhib	GSK3 alpha inh	DYRK1A inh	KCNK3 block
NC(=O)C1CCCN(CC(=O)Nc2ccccc2C(=O)NC2CC2)C1 (configuration not stated)	4	-5	-4	i
N#CCCN(C(=O)COC(=O)c1ccc(S(=O)(=O)N2CCCC2)cc1)c1cccc(Cl)c1	-8	-1	-3	i
Cc1ccc(CN2CC(=O)N3[C@H]4c5cc(C)ccc5OC[C@@H]4[C@H](c4ccccc4)[C@]3(C)C2=O)cc1	-1	-2	3	i
CC1CN(S(=O)(=O)c2cccc(C(=O)Nc3cc(Cl)ccc3N3CCOCC3)c2)CC(C)O1 (configuration not stated)	2	-2	-3	i
O=C(COC(=O)Cc1ccccc1F)NCc1ccc(Cl)cc1	0	0	-1	i
O=C(NCC(c1ccco1)N1CCCCC1)c1cc2c(s1)CCCC2 (configuration not stated)	-7	-1	3	i
Cc1c(C(=O)OCC(=O)N2CCN(c3ccccc3)CC2)oc2ccccc12	2	-2	3	i
Cc1cccc(NC(=O)C2CCCCN2S(=O)(=O)c2ccccc2)c1C (configuration not stated)	-3	-3	3	i
Cc1cccc(NC(=O)CN2CCN(C(=O)c3cccc(-n4cnnn4)c3)CC2)c1C	3	-6	-5	i
CC(=O)c1cccc(S(=O)(=O)Nc2c(C)nn(C)c2C)c1	-3	-5	2	i
Cc1ccc(NC(=O)Cc2n[nH]c(=O)c3ccccc23)cc1S(=O)(=O)N1CCCCCC1	5	3	-3	i
O=C(COc1cccc(Cl)c1)NCC(c1cccs1)N1CCOCC1 (configuration not stated)	-3	-2	-2	i
Cc1ccc(S(=O)(=O)N2CCCCC2)cc1C(=O)N1C(C)CCCC1C (configuration not stated)	-1	1	-1	i
Cc1nnc2ccc(-c3ccc(NS(=O)(=O)c4ccccc4[N+](=O)[O-])cc3)nn12	-2	3	0	i
CC(=O)C[C@H](O)CC(=O)[C@@H]1OC(=O)CCCCCc2ccccc21	-12	1	4	i
C[C@H](CO)N1C[C@H](C)[C@@H](CN(C)S(=O)(=O)c2cccs2)Oc2c(NS(=O)(=O)c3ccccc3)cccc2C1=O	5	-3	-5	i
CS(=O)(=O)c1cccc(C(=O)OCC(=O)NC(=O)Nc2ccccc2F)c1	3	-3	3	i
COc1ccc(-c2cn(CCN)c(-c3ccncc3)n2)cc1	3	-2	-5	i
C[C@H](CO)N1C[C@H](C)[C@@H](CN(C)C)Oc2c(NC(=O)C3CC3)cccc2C1=O	3	-1	6	i
O=C(Nc1ccc(F)c(Cl)c1)C1CC(=O)N(Cc2ccco2)C1 (configuration not stated)	-5	0	-1	i

Sorted by SMILES length (rising): part of the list above
SMILES	HDAC3 inhib	GSK3 alpha inh	DYRK1A inh	KCNK3 block
Cc1ccc(S(=O)(=O)N2CCCCC2)cc1C(=O)N1C(C)CCCC1C (configuration not stated)	-1	1	-1	i
CS(=O)(=O)c1cccc(C(=O)OCC(=O)NC(=O)Nc2ccccc2F)c1	3	-3	3	i
Cc1nnc2ccc(-c3ccc(NS(=O)(=O)c4ccccc4[N+](=O)[O-])cc3)nn12	-2	3	0	i
C[C@H](CO)N1C[C@H](C)[C@@H](CN(C)C)Oc2c(NC(=O)C3CC3)cccc2C1=O	3	-1	6	i
C[C@H](CO)N1C[C@H](C)[C@@H](CN(C)S(=O)(=O)c2cccs2)Oc2c(NS(=O)(=O)c3ccccc3)cccc2C1=O	5	-3	-5	i

The list continues.
SMILES	HDAC3 inhib	GSK3 alpha inh	DYRK1A inh	KCNK3 block
Cc1ccc(Cn2nc(C)c(C(=O)NCC(c3ccc(F)cc3)N3CCOCC3)c2Cl)cc1 (configuration not stated)	7	-1	-5	i
C[C@H]1CN([C@@H](C)CO)C(=O)c2cccc(NC(=O)c3nc4ccccc4s3)c2O[C@H]1CN(C)C(=O)Nc1ccc(F)cc1	9	-2	1	i
OC1(c2cccc(C(F)(F)F)c2)CCN(c2ccc(-c3ccccc3)nn2)CC1	-2	-5	0	i
Cc1ccc(C(C)NC(=O)COC(=O)C2=COCCO2)cc1C (configuration not stated)	-4	-2	-1	i
NS(=O)(=O)c1ccc(CNC(=O)c2ccc(S(=O)(=O)NCc3ccco3)cc2)cc1	0	-3	0	i
COc1ccc2oc(C(=O)OC(C)C(=O)Nc3ccc(N4CCOCC4)cc3)c(C)c2c1 (configuration not stated)	-1	3	8	i
O=C(Cn1cc(C(F)(F)F)ccc1=O)N1CCCc2ccccc21	3	-1	0	i
Clc1ccc(-c2cnnc(-c3ccccn3)n2)cc1	1	-1	31	i
O=c1c2ccccc2ccc2ccccc12	1	-3	-4	i
COc1ccc(N(CC(=O)Nc2cccc(C(=O)O)c2)S(=O)(=O)c2c(C)noc2C)cc1	-4	-2	-1	i
CCOC(=O)C1=C(CC)Nc2ccccc2N=C1NC(=O)c1cccc(S(=O)(=O)N2CCOCC2)c1	3	-7	4	i
CC(C)c1cccc(C2=CC(=O)C[C@H](c3ccc4c(c3)OCO4)C2)c1	0	-4	4	i
COc1cc2cc(CCCOC(=O)c3cc(OC)c(OC)c(OC)c3)oc(=O)c2cc1OC	-4	-1	1	i
C=CC[C@@H](Cc1ccc(F)cc1)C(=O)OC[C@H]1CCCN1C(=O)[C@H](CC=C)CC(=O)NCCO	-5	-1	-3	i
C=CC[C@H](CC(=O)NCCO)C(=O)NC[C@@H](OC(=O)[C@@H](CC=C)Cc1ccc(F)cc1)c1ccccc1	4	-1	3	i
N#CCC(=O)Nc1ccc(C(=O)NCC2(N3CCOCC3)CCCCC2)cc1	-1	1	8	i
COc1cc([N+](=O)[O-])ccc1NC(=O)COC(=O)CCOc1ccc(C)cc1	-4	4	0	i
O=C(COC(=O)Cn1cnc2ccccc2c1=O)Nc1ccccc1OC(F)F	3	-4	1	i
CSCCC(NC(=O)c1ccco1)C(=O)NCC(c1ccco1)N1CCCCC1 (configuration not stated)	-3	0	-3	i
